D1 agonist: activates the human D1 dopamine receptor; HEK293 T-REx D1 cells, calcium flux, agonist mode; activation, % at 2 µM; 360,000 compounds, 1% hits; AID 504660; in the data active means activation above about 30%; further: 0% is about no effect
Target sequence (P21728 whole entry, looked up): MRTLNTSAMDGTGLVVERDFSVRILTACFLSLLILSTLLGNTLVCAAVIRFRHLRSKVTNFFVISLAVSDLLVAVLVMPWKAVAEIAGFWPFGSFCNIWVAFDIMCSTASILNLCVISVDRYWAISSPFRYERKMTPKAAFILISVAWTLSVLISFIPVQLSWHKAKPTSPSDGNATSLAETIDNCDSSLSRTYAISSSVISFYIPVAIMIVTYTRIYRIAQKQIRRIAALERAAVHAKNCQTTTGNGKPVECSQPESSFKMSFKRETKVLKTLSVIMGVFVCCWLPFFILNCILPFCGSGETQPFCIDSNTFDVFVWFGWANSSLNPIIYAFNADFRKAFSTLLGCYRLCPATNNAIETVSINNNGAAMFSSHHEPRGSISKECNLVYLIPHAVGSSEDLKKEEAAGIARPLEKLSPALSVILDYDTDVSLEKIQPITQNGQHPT
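Tetracycline-induced HEK293 TREx D1 cells, force-coupled to calcium signalling, were dye-loaded with a no-wash calcium kit. Compound was pin-added after a 10 s baseline. Fluorescence was read kinetically at 1 cycle/s for 180 s, with calcium rises flagged as agonism.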
D2 PAM: positive allosteric modulators of human D2 dopamine receptor. HEK293 T-REx D2, calcium flux, EC20 dopamine potentiation. potentiation, % at 10 µM. 340,000 compounds, 0.34% hits. AID 485347;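 active means potentiation over 3 SD above the plate norm, cut at about 30% in these data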; further: 0% is about no effect
Target sequence (P14416 whole entry, looked up): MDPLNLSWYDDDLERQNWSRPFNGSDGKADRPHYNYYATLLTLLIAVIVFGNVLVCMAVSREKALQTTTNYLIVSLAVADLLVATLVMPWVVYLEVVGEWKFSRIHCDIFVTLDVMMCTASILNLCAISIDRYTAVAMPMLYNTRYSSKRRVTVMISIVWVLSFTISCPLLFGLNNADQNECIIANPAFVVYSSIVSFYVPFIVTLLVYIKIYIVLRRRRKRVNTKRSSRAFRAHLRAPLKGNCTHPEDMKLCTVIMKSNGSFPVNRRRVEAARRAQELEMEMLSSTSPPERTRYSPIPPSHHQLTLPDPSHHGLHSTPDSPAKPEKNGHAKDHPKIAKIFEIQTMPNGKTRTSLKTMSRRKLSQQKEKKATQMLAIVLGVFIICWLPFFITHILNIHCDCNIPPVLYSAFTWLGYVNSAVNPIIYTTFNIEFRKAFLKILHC
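Using a no-wash calcium dye in inducible, force-coupled HEK293 Trex cells expressing D2, we tracked fluorescence each second for 180 s after compound, then for 180 s after EC20 dopamine to detect augmented signalling.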
D1 antag: human D1 dopamine receptor antagonism; P21728; HEK293 TREx D1 cells, calcium flux, dopamine EC80; stronger effect = lower value; activity change, negative = inhibition, % at 10 µM; 360,000 compounds, 3.2% hits; in the data active means activity change below about -30%; further: on the % scale 0 is the no-effect control and ±100 the full control effect
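HEK293 T-REx cells expressing inducible, force-coupled D1 receptor; no-wash Ca dye, 30–90 min RT. Cmpd → 180 s read at 1 Hz → EC80 DA → 180 s read.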
D1 potentiator: potentiators of human D1 dopamine receptor. potentiation, % at 10 µM. HEK293 TREx D1 cells, calcium flux, dopamine EC20 potentiation. 360,000 compounds, 0.036% hits. P21728; in the data active means potentiation above about 30%; further: 0% is about no effect
Vif-APOBEC3F blk: inhibitors of Vif-A3F interaction; HeLa A3F-eYFP + Vif (tagged APOBEC3F with the HIV-1 protein that degrades it), YFP fluorescence increase; Potency, µM (top dose mostly 46.1 µM), without a hit: top-dose activity, negative = active; 390,000 compounds, 0.2% hits; AID 602313; further: potency means the concentration at half of the fitted maximal effect; % of control where 0% means no effect; nearly all actives have a fitted effect of over 65% in size
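Fluorescence increase (Ex 488/Em 500-530) after overnight compound treatment at 37 deg C flags inhibition of Vif-driven A3F-eYFP loss in stable HeLa A3F-eYFP/Vif cells seeded overnight beforehand.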
Vif-A3G inh: Vif-A3G binding inhibition | Q9HC16 | HeLa A3G-eYFP + Vif (tagged APOBEC3G with the HIV-1 protein that degrades it), YFP fluorescence, overnight | Potency, µM (series often up to 46.1 µM), without a hit: at the highest dose activity, negative = active, most hits filed as inhibitors | 410,000 compounds, 0.076% hits;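 further: potency means the concentration at half of the fitted maximal effect; on the % scale 0 is the no-effect control and ±100 the full control effect; nearly all actives have a fitted effect of over 60% in size; hits raise eYFP signal because A3G escapes Vif-driven loss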
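Read-out is eYFP fluorescence (Ex 488/Em 500-530) from Vif-expressing HeLa A3G-eYFP cells; more signal means A3G escaped Vif-mediated degradation. Cells plated overnight, compound pinned in, incubated overnight at 37 deg C.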
LDHA inh: blocks human lactate dehydrogenase A; purified LDHA, NADH/diaphorase-resazurin fluorescence; stronger effect = lower value; AID 1347041; activity change, % (values are at about 110 or 230 µM); P00338; 480,000 compounds, 0.15% hits; in the data active means activity change below about -30%; inconclusive means mostly about -25% to -30%;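 further: plate controls were DMSO wells for no effect and wells without enzyme for full effect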
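Resorufin fluorescence (ex540/em590), read at 0 and 20 min after diaphorase/resazurin addition, reports the NADH left after a 5 min room-temperature reaction of 2 nM human LDH5 with 0.06 mM NADH and 0.2 mM pyruvate.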
RXFP1 agonist: agonists of human relaxin receptor RXFP1. Potency, µM (titrated, usually from 57.5 µM), for the others: at the top dose activation, most hits filed as activators. HEK293T-RXFP1 cAMP TR-FRET, 30 min; response scale: percent of porcine relaxin response, buffer zero. 370,000 compounds, 0.3% hits. AID 2676. Q9HBX9; further: potency means the concentration at half of the fitted maximal effect; on the % scale 0 is the no-effect control and ±100 the full control effect; nearly all actives have a fitted effect of over 60% in size; many of its hits are not listed in these tables
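Agonist response is measured as cAMP accumulation in an RXFP1-transfected HEK293T line under PDE4 inhibition. Values are scaled between buffer-only and 29 nM porcine relaxin, and EC50s come from standard Hill equation fits.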
GRP78 ERSR act: induces the endoplasmic reticulum stress response in human glioma cells; U87-MG GRP78 promoter luciferase reporter, 16 h; Potency, µM, for the others: at the top dose activation, hits mostly activators; 420,000 compounds, 0.02% hits; further: potency means the concentration at half of the fitted maximal effect; series mostly up to about 76 µM; % of control where 0% means no effect; nearly all actives have a fitted effect of over 35% in size
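Stably transfected U87-MG human glioma cells carrying a GRP78-based luminescent sensor were seeded at 1000 cells/well, pin-dosed with compounds and incubated 16 h. Luciferase reagent was then added, and end-point luminescence was read after 10 min at room temperature.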
Numbers without * were called inactive; u = inconclusive; x = not tested or not shown; & = joins results of further samples. Unless noted, the call rests on the fitted dose curve; in most records, active means well fitted curve in the direction sought with a large enough effect; inconclusive means small, poorly fitted or top-dose-only effect, or another doubt; inactive means no such curve, though single readings can be large; an effect the other way counts as inactive or inconclusive.

#	SMILES	D1 agonist	D2 PAM	D1 antag	D1 potentiator	Vif-APOBEC3F blk	Vif-A3G inh	LDHA inh	RXFP1 agonist	GRP78 ERSR act
1	Cc1c(Cl)cccc1-n1c(CCC(=O)O)ccc1-c1cccs1	2	x	-11	0	1%	-5%	-7	15%	-1%
2	Cc1cccc(SCc2noc(C(=O)NCC3CCCO3)c2C(=O)O)c1 (configuration not stated)	1	14	3	-5	4%	2%	-18	0.5%	-1%
3	COc1ccc(CN(C(=O)c2oc3cc(C)ccc3c2C)C2CCS(=O)(=O)C2)cc1OC (configuration not stated)	5	4	9	0	0%	-5%	0	3.2%	-5%
4	O=C(COc1ccc(Br)cc1)NCCCNC(=O)c1ccncc1	2	1	4	-5	6%	-5%	-3	0.3%	1%
5	CN(CC(=O)Nc1ccc(F)cc1[N+](=O)[O-])C1CCS(=O)(=O)C1 (configuration not stated)	x	x	x	x	0%	-12%	-1	x	-3%
6	CCCCN(C(=O)C(C)Oc1ccc(Cl)cc1)c1c(N)n(CCCC)c(=O)[nH]c1=O (configuration not stated)	1	x	-2	-2	2%	0%	-4	0.3%	-4%
7	CCNC(=S)N(Cc1ccco1)Cc1cc2cc3c(cc2[nH]c1=O)OCCO3	1	1	6	-6	1%	-12%	-8	2.0%	1%
8	CC(OC(=O)/C=C/c1cccc(F)c1)C(=O)NC1CCCCC1C (configuration not stated)	3	11	-17	-5	-3%	0%	-6	4.2%	-2%
9	COc1ccc(NC(=O)C2CCCCC2)cc1S(=O)(=O)N1CCOCC1	x	x	x	x	-1%	1%	-4	x	-1%
10	CCn1nnc2c(=O)oc3ccccc3c21	4	1	7	-6	-11%	-6%	-1	2.8%	6%
11	CC[C@@]1(C(=O)OC)N[C@H](CN(C)C(=O)Nc2ccccc2)[C@@H]2C(=O)N(C)C(=O)[C@@H]21	x	x	x	x	2%	3%	1	x	2%
12	O=C(Nc1ccncc1)c1ccc2c(c1)C(=O)N(CC1CCCO1)C2=O (configuration not stated)	3	3	4	0	-10%	-4%	1	-0.7%	-5%
13	CC1CCCCN1CC(O)COCCC12CC3CC(CC(C3)C1)C2 (configuration not stated)	19	0	12	-1	u	0%	0	0.3%	-2%
14	COc1cc(/C=N\n2nnnc2N)ccc1OCc1ccc(F)cc1	6	5	-6	-8	-3%	-4%	-3	7.1%	6%
15	CC(=O)C[C@H](O)CC(=O)[C@H]1OC(=O)[C@@H](C)C/C=C\Cc2ccccc21	x	x	x	x	9%	2%	-1	x	-2%

The closing 4 entries of the part before lead into the next.
#	SMILES	D1 agonist	D2 PAM	D1 antag	D1 potentiator	Vif-APOBEC3F blk	Vif-A3G inh	LDHA inh	RXFP1 agonist	GRP78 ERSR act
12	O=C(Nc1ccncc1)c1ccc2c(c1)C(=O)N(CC1CCCO1)C2=O (configuration not stated)	3	3	4	0	-10%	-4%	1	-0.7%	-5%
13	CC1CCCCN1CC(O)COCCC12CC3CC(CC(C3)C1)C2 (configuration not stated)	19	0	12	-1	u	0%	0	0.3%	-2%
14	COc1cc(/C=N\n2nnnc2N)ccc1OCc1ccc(F)cc1	6	5	-6	-8	-3%	-4%	-3	7.1%	6%
15	CC(=O)C[C@H](O)CC(=O)[C@H]1OC(=O)[C@@H](C)C/C=C\Cc2ccccc21	x	x	x	x	9%	2%	-1	x	-2%
16	Cc1cc(C(=O)O)c2c(=O)n(C)c(=O)n(C)c2n1	-1	3	6	7	-2%	3%	-6	4.6%	-3%
17	Cc1ccc2c(c1)C(=O)C(=O)N2CCOc1ccccc1	1	4	-1	-1	-6%	-18%	-1	-0.3%	2%
18	O=c1cc(N2CCc3ccccc3C2)[nH]c(=O)n1-c1ccccc1Cl	3	7	18	7	0%	-8%	2	1.4%	-2%
19	O=S(=O)(NC1=NCCC1)c1cccc(NC(=S)Nc2ccc(OC(F)F)cc2)c1	x	x	x	x	0%	2%	-3	x	2%
20	CCOc1ccc(CC(=O)NCCc2csc(-c3ccc(C)cc3)n2)cc1	1	x	5	-2	3%	2%	-8	1.8%	1%
21	COc1cc(C(C(=O)NC2CCCCC2)N(C(=O)c2snc(C(N)=O)c2N)c2ccc(C)cc2)ccc1O (configuration not stated)	1	-12	-2	-6	u	-10%	-9	0.5%	-5%
22	Cc1noc(C)c1S(=O)(=O)N1CCC(C(=O)N2CCN(c3ccccc3Cl)CC2)CC1	4	-1	1	-1	-4%	3%	-4	0.3%	-4%
23	CCN(CC)S(=O)(=O)c1ccc(-c2nnc(SCC(=O)Nc3ccc4c(c3)OCO4)o2)cc1	0	21	-15	-2	0%	-2%	u	0.7%	-3%
24	Nc1c(C(=O)NCc2ccccc2)c2nc3ccccc3nc2n1-c1ccc2c(c1)OCO2	4	-10	7	-1	u	-5%	-7	3.9%	-2%
25	CN(C)CCCNc1nc(-c2ccccc2)nc2ccccc12	9	-6	6	-6	-5%	-5%	1	16%	-2%
26	NC(=O)c1c(NC(=O)CN2CCCC2)sc2c1CCCC2	-3	-12	-18	1	1%	2%	-4	-1.0%	3%
27	COc1ccc(NC(=O)C(Cc2ccccc2)NS(=O)(=O)c2ccc3c(c2)oc(=O)n3C)c(OC)c1 (configuration not stated)	1	9	-4	-4	2%	2%	0	-2.0%	-3%
28	CC(=O)NCc1ccc(S(=O)(=O)N2CCN(S(=O)(=O)c3ccc4ccccc4c3)CC2)cc1	2	-5	3	-3	-3%	-13%	-2	0.4%	-4%
29	COCCN1C(=O)c2ccccc2C(C(=O)N2CCN(c3ccccn3)CC2)C1c1ccc(F)cc1 (configuration not stated)	-2	-5	-7	-6	4%	-8%	-3	-1.2%	-4%
30	Cc1cccc(Cn2c(=O)oc3ccc(C)cc32)c1	10	11	-9	-1	6%	-2%	-3	7.6%	-6%

Sorted by value in D1 antag (descending): some entries from above
nr	SMILES	D1 antag
16	Cc1cc(C(=O)O)c2c(=O)n(C)c(=O)n(C)c2n1	6
28	CC(=O)NCc1ccc(S(=O)(=O)N2CCN(S(=O)(=O)c3ccc4ccccc4c3)CC2)cc1	3
22	Cc1noc(C)c1S(=O)(=O)N1CCC(C(=O)N2CCN(c3ccccc3Cl)CC2)CC1	1

Next part.
#	SMILES	D1 agonist	D2 PAM	D1 antag	D1 potentiator	Vif-APOBEC3F blk	Vif-A3G inh	LDHA inh	RXFP1 agonist	GRP78 ERSR act
31	CCCCc1nc2cc(C(=O)N(C)CCc3cn[nH]c3)ccc2o1	3	3	27	6	-7%	4%	-2	2.0%	-1%
32	COc1ccc(/C=C2\CCn3c2nc2cc(C(=O)O)ccc2c3=O)cc1	1	2	-18	-10	5%	1%	-2	1.8%	-5%
33	CC(C)Cn1c(SCc2nc3ccccc3c(=O)[nH]2)nc2ccccc2c1=O	2	36*	9	-7	-4%	0%	-7	-2.3%	-6%
34	O=C(CSc1nnc(-c2cccnc2)n1C1CCCCC1)NC1CCCCC1	2	14	19	10	-3%	1%	-13	0.4%	-3%
35	S=c1[nH]nc(-c2ccc(Cl)cc2)n1CC1CCCO1 (configuration not stated)	0	10	10	-4	-3%	-7%	9	2.7%	-5%
36	CN(C)c1nc2c(c(=O)[nH]c(=O)n2C)n1CCOc1ccccc1	2	-6	12	-6	0%	-4%	-7&-9	-4.1%	0%
37	Cc1cc(C)n2[nH]c(=O)cc2n1	x	x	x	x	-1%	0%	-1	x	4%
38	CC(C)(C)N1C(=O)c2ccc(C(=O)Nc3ccc(O)cc3)cc2C1=O	0	-5	-1	-7	-1%	u	-1	1.7%	4%
39	Cc1cc(C)nc(N2CCCC(C(=O)Nc3ccc4nc(C)c(C)nc4c3)C2)n1 (configuration not stated)	2	8	3	-3	-9%	-2%	0	0.1%	-2%
40	COc1ccc(CCNC(=O)CCSCc2ccccc2Cl)cc1OC	-1	0	-9	-2	-5%	0%	0	4.7%	-2%
41	N#CNC(=Nc1cccc(F)c1)SCc1cccc(F)c1	23	-16	-32*	-6	-15%	-3%	-4	0.2%	0%
42	CC(NC(=O)c1ccccc1)c1nnc(SCC(=O)NC2CCCC2)n1C (configuration not stated)	0	20	0	2	-3%	3%	-9	-0.5%	-2%
43	COc1ccc(NC(=O)/C(C#N)=C/C=C/c2ccco2)cc1	-1	1	10	-3	2%	u	5	7.2%	-2%
44	Cc1onc(-c2ccccc2Cl)c1C(=O)N1CCC(Cc2ccccc2)CC1	2	-4	-14	3	22%	4%	-3	3.3%	-5%
45	Cc1cc(C)c(-c2csc(NC(=O)c3n[nH]c(=O)c4ccccc34)n2)c(C)c1	1	-24	0	1	8%	-6%	-6	7.8%	-4%
46	CCOC(=O)c1c(C)oc2nc(C)nc(NCc3cccc(OC)c3)c12	0	5	0	2	3%	0%	-2&-5	1.1%	-4%

A draw from above in order of molar mass, rising.
#	SMILES	D1 agonist	D2 PAM	D1 antag	D1 potentiator	Vif-APOBEC3F blk	Vif-A3G inh	LDHA inh	RXFP1 agonist	GRP78 ERSR act
35	S=c1[nH]nc(-c2ccc(Cl)cc2)n1CC1CCCO1 (configuration not stated)	0	10	10	-4	-3%	-7%	9	2.7%	-5%
36	CN(C)c1nc2c(c(=O)[nH]c(=O)n2C)n1CCOc1ccccc1	2	-6	12	-6	0%	-4%	-7&-9	-4.1%	0%
32	COc1ccc(/C=C2\CCn3c2nc2cc(C(=O)O)ccc2c3=O)cc1	1	2	-18	-10	5%	1%	-2	1.8%	-5%

High-throughput results as filed in PubChem.

An excerpt; rates above refer to the full screens.
